Compound activity (PubChem BioAssay)
West Nile antiviral: West Nile virus antiviral activity, cell-based, CPE readout (AID 1621); West Nile virus-infected cells, CPE inhibition; higher % means a stronger effect; CPE inhibition, % at 10 µM; hits with a dose series show IC50 in µM; 290,000 compounds, 0.02% hits; in the data active means a potency from the dose series; inconclusive means CPE inhibition mostly from about 3.7% at the one dose, without a potency; inactive means the rest, 99 in 100 with CPE inhibition below about 2.2%; further: strong numbers were not always called active
K1F lysis inhibition: protection from phage-mediated lysis, alamar blue read-out – E. coli UTI89, K1F phage, bacterial capsule biogenesis inhibitors (AID 488966); E. coli UTI89 K1F phage lysis, alamar blue, 2 h; higher % means a stronger effect; one-dose inhibition, % at 100 µM; IC50 in µM for titrated hits; 340,000 compounds, 0.02% hits;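 active means phage lysis inhibition, versus mean bacterial control, above a set limit; inconclusive means no clear call, values can overlap the other calls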;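 further: capsule biogenesis inhibitors block K1F phage lysis so surviving cells raise fluorescence; higher fluorescence means more inhibition of phage lysis; actives were called in the ten point dose series up to 300 µM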
SV40 large T antigen: TAg ATPase/helicase activity blockers – biochemical (AID 1903); SV40 large T antigen ATPase/helicase inhibition assay; higher % means a stronger effect; inhibition, % at 20 µM, or IC50 in µM where a hit was titrated; 310,000 compounds, 0.39% hits; in the data active means a potency from the dose series; inconclusive means inhibition mostly from about 32% at the one dose, without a potency; inactive means the rest, 99 in 100 with inhibition below about 32%; further: strong numbers were not always called active
Rac1 GTP hydrolysis: MgcRacGAP GTPase-activating activity inhibitors, confirmation, biochemical, ADP Hunter fluorescence. MgcRacGAP-stimulated Rac1 GTP hydrolysis, ADP Hunter fluorescence; higher % means a stronger effect; GST-tagged Rac1 F28L mutant substrate. inhibition, % at 30 µM, or IC50 in µM where a hit was titrated. 340,000 compounds, 0.6% hits;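 active means first-screen hits whose inhibition reached a set limit at any dose in the follow-up dose series; inconclusive means inhibition above the set first-screen limit but never retested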;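 further: fluorescence reports GDP produced by GAP-driven GTP hydrolysis; strong numbers were not always called active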
RSV antiviral HEp-2: inhibition of RSV-induced cytopathic effect – HEp-2 cells, primary 10 µM value included (AID 2391) | 310,000 compounds, 0.13% hits | HEp-2 cells, RSV-induced CPE inhibition; higher % means a stronger effect | CPE inhibition, % at 10 µM, or IC50 in µM where a hit was titrated; in the data active means a potency from the dose series; inconclusive means CPE inhibition mostly from about 23% at the one dose, without a potency; inactive means the rest, 99 in 100 with CPE inhibition below about 21%; further: strong numbers were not always called active
Salmonella PhoP GFP: inhibitors of PhoP regulon expression, primary screen, Salmonella Typhimurium, GFP reporter (AID 1863); S. Typhimurium PhoP-regulated promoter GFP reporter, 4 h; higher % means a stronger effect; inhibition, % at 50 µM, or IC50 in µM where a hit was titrated; 300,000 compounds, 0.16% hits;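 active means inhibition over 29.93%, a cutoff 3 SD above the screen mean, later confirmed by dose response; inconclusive means inhibition over 29.93% but no dose response follow-up; inactive means inhibition at most 29.93% or unconfirmed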;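 further: 0% = low Mg2+ inducing control and 100% = high Mg2+ repressing control; strong numbers were not always called active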
NTR1 agonist: NTR1-driven beta-arrestin-GFP spot formation – imaging, U2OS cells, high content, primary screen (AID 493036) | activation, % at 20 µM | P30989 | agonist mode | 330,000 compounds, 0.17% hits;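 active means activation at or above 40% of the spot to cytoplasm intensity ratio, with at least 20 cells analyzed; inconclusive means wells under 20 cells, flagged as cytotoxic or low count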;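 further: 0% = DMSO without peptide and 100% = 100 nM NTR1 peptide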
Target sequence (P30989 whole entry, looked up): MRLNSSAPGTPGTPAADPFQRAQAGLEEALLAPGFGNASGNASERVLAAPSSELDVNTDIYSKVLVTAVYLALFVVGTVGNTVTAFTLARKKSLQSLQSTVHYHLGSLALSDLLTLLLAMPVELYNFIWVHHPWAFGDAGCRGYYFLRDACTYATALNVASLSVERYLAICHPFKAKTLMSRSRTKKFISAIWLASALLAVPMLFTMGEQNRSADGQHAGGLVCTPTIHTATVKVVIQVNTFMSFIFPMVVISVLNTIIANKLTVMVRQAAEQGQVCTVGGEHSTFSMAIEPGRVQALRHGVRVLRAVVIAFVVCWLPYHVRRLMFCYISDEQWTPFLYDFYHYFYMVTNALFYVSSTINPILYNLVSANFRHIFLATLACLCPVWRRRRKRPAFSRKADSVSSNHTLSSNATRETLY
T cell modulator: T cell immune modulators affecting CD8 T cell-vesicle binding; 330,000 compounds, 0.068% hits; AID 2052; calls only at 7 µM; 2C CD8+ T cell-vesicle binding, flow cytometry; hits give low values;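 active means response, share of CD8 T cells binding vesicles, and their 90th percentile fluorescence all below set limits, cut at about 80% in these data, passing the limit was not always enough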
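Assay system: 2C TCR transgenic mouse naive CD8+ T cells, MACS-purified | Read-out: CD8+ gate FL2 mean fluorescence as % of same-row positive control | Signal: High-throughput flow cytometry with anti-B7-1 and anti-CD8 staining | Timing: Binding step 1.5 h, 37 °C, antibody labelling 20 min, ice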
Dengue-2 NS5 capping: Dengue-2 NS5 methyltransferase inhibitors, primary screen, biochemical, confirmation dose response (AID 588689). Dengue-2 NS5 methyltransferase capping enzyme assay, biochemical; higher % means a stronger effect. inhibition, % at 25 µM, or IC50 in µM where a hit was titrated. 340,000 compounds, 0.3% hits; in the data active means a potency from the dose series; inconclusive means inhibition above about 29% without an active follow-up result
T cell modulator vesicle-bound %: also measured in T cell modulator; calls as there; double positive events, %; measured here: CD8+ vesicle-bound cell fraction;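 binding gate set so that unloaded-vesicle control wells show 10% double positive cells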
NTR1 agonist cell count 20 µM: second read-out of NTR1 agonist, no call of its own (marks repeat the call); cell count; measured here: cell count, cytotoxicity flag
Dengue-2 NS5 capping pilot replicate: also measured in Dengue-2 NS5 capping; calls as there; inhibition, %; measured here: pilot screen replicate inhibition
An asterisk follows results filed as active; i = inactive; ? = inconclusive; . = not tested or not shown; [ ] = dose if it differs, or a comment.

SMILES	West Nile antiviral	K1F lysis inhibition	SV40 large T antigen	Rac1 GTP hydrolysis	RSV antiviral HEp-2	Salmonella PhoP GFP	NTR1 agonist	NTR1 agonist cell count 20 µM	T cell modulator	T cell modulator vesicle-bound %	Dengue-2 NS5 capping	others
CC(=O)c1ccc(S(=O)(=O)N2CCN(CC#N)CC2)cc1	-0.1%	0.2%	23%	10%	4.0%	-3%	0.6	50	i	59	-5%
Cc1cc2cc(C)c3nnc(SCC(=O)N4CCCc5ccccc54)n3c2cc1C	.	.	17%	.	16%	-3%	5.7	72	i	52	.
COc1ccc(OCCNC(=O)c2ccccc2OCC(=O)N2CCCCC2)cc1	.	-0.5%	2%	-5%	-1.4%	-2%	2.7	71	i	38	0%
Cc1ccc(NC(=O)CCC(=O)N/N=C/c2ccc(O)cc2O)cc1	-0.3%	0.2%	26%	57µM*	0.7%	1%	0.3	85	i	25	-4%
O=C(O)CN1C(=O)/C(=C/c2ccc(SCc3ccccc3)o2)SC1=S	-0.2%	-0.2%	12%	41%	.	-29%	.	.	.	.	1%
CSc1nc2ccc(NC(=O)NC(=O)c3c(F)cccc3F)cc2s1	-0.1%	0.6%	3%	4%	.	-1%	0.4	56	i	55	-2%
COc1ccc(NC(=S)N(CCCN2CCOCC2)C(C)c2cc3cccc(OC)c3o2)cc1 (centres undefined)	-0.4%	0.2%	11%	13%	8.8%	-4%	0.3	69	i	54	-8%
COc1ccc2c(CC(=O)N3CCc4cc(OC)c(OC)cc4C3)coc2c1	-0.7%	-0.1%	10%	3%	3.6%	-5%	-0.9	53	i	28	-7%
CCOC(=O)c1c(NC(=O)CSc2nc3c(c(=O)n(C)c(=O)n3C)n2C(C)C)sc(C)c1C	0.0%	2.3%	3%	-5%	18%	-14%	0.7	67	i	66	-3%
CCC1CCc2c(sc(NC(=O)c3ccco3)c2C(N)=O)C1 (centres undefined)	0.0%	-0.7%	16%	4%	8.2%	0%	10	79	i	30	-5%
C#CCOCCOCCOCCNc1nc(N2CCN(C(=O)CCCCCCCCCCNC(=O)Cn3cc(C[C@@H](C)O)nn3)CC2)nc(N2CCN(C(=O)CCCCCCCCCCNC(=O)[C@H](CCCCN)n3cc(CCCC(=O)O)nn3)CC2)n1	.	1.2%	0%	11%	4.7%	-10%	1.6	70	i	6	-2%
Nc1nnc(SCc2c(F)cccc2Cl)s1	-0.1%	0.9%	16%	9%	1.6%	5%	0.4	55	i	16	-6%
COc1ccc(CCCC(=O)N/N=C/c2cccc(OC)c2O)cc1C	?	-11%	10%	5%	15%	-4%	0.8	81	i	43	-7%
COc1cc(/C=C/C(=O)OCC(=O)c2ccc[nH]2)cc(OC)c1OC	.	-1.7%	.	2%	.	.	0.5	56	i	56	-9%
Cc1c(NS(=O)(=O)c2ccc(N(C)C3CCCCC3)c([N+](=O)[O-])c2)c(=O)n(-c2ccccc2)n1C	-0.8%	0.5%[50 µM]	8%	7%	12%	29%	2.8	86	i	25	-3%
Cc1ccc(N(CC(=O)NC2CCCCC2)C(=O)CCCC(=O)Nc2ccccn2)cc1	-1.1%	-0.1%	2%	4%	0.5%	6%	0.5	46	i	35	-5%
CCCC(C)C(=O)Nc1ccc(C(N)=O)cc1 (centres undefined)	-0.4%	0.2%	15%	2%	-1.0%	-15%	1.4	61	i	30	-7%
Cc1cccc(-n2c(C)cc(/C=N/O)c2C)c1	-0.4%	-0.1%	13%	5%	4.0%	3%	-0.1	67	i	8	-3%
Cc1ccccc1SCC(=O)NC1CCOC1=O (centres undefined)	0.2%	0.0%	21%	12%	0.3%	11%	-2.6	88	i	32	-8%	Dengue-2 NS5 capping pilot replicate=3.9
O=C(CN1CCN(Cc2ccccc2)CC1)Nc1cccc(S(=O)(=O)N2CCCCCC2)c1	-1.0%	3.8%	5%	-2%	0.8%	-3%	-0.2	52	i	54	-11%

Not a retest: entries from further up.
SMILES	West Nile antiviral	K1F lysis inhibition	SV40 large T antigen	Rac1 GTP hydrolysis	RSV antiviral HEp-2	Salmonella PhoP GFP	NTR1 agonist	NTR1 agonist cell count 20 µM	T cell modulator	T cell modulator vesicle-bound %	Dengue-2 NS5 capping	others
CC(=O)c1ccc(S(=O)(=O)N2CCN(CC#N)CC2)cc1	-0.1%	0.2%	23%	10%	4.0%	-3%	0.6	50	i	59	-5%
Cc1cc2cc(C)c3nnc(SCC(=O)N4CCCc5ccccc54)n3c2cc1C	.	.	17%	.	16%	-3%	5.7	72	i	52	.

The main list resumes; the 6 compounds before the break are reprinted first.
SMILES	West Nile antiviral	K1F lysis inhibition	SV40 large T antigen	Rac1 GTP hydrolysis	RSV antiviral HEp-2	Salmonella PhoP GFP	NTR1 agonist	NTR1 agonist cell count 20 µM	T cell modulator	T cell modulator vesicle-bound %	Dengue-2 NS5 capping	others
Cc1c(NS(=O)(=O)c2ccc(N(C)C3CCCCC3)c([N+](=O)[O-])c2)c(=O)n(-c2ccccc2)n1C	-0.8%	0.5%[50 µM]	8%	7%	12%	29%	2.8	86	i	25	-3%
Cc1ccc(N(CC(=O)NC2CCCCC2)C(=O)CCCC(=O)Nc2ccccn2)cc1	-1.1%	-0.1%	2%	4%	0.5%	6%	0.5	46	i	35	-5%
CCCC(C)C(=O)Nc1ccc(C(N)=O)cc1 (centres undefined)	-0.4%	0.2%	15%	2%	-1.0%	-15%	1.4	61	i	30	-7%
Cc1cccc(-n2c(C)cc(/C=N/O)c2C)c1	-0.4%	-0.1%	13%	5%	4.0%	3%	-0.1	67	i	8	-3%
Cc1ccccc1SCC(=O)NC1CCOC1=O (centres undefined)	0.2%	0.0%	21%	12%	0.3%	11%	-2.6	88	i	32	-8%	Dengue-2 NS5 capping pilot replicate=3.9
O=C(CN1CCN(Cc2ccccc2)CC1)Nc1cccc(S(=O)(=O)N2CCCCCC2)c1	-1.0%	3.8%	5%	-2%	0.8%	-3%	-0.2	52	i	54	-11%
Cc1cccc(C)c1NC(=O)CSc1nc(N2CCOCC2)nc(N2CCOCC2)n1	-0.1%	0.9%[50 µM]	3%	5%	0.7%	-4%	0.0	59	i	64	-2%
C=CCNC(=S)Nc1sc2c(c1C(=O)OCC)CCN(C(=O)OCC)C2	-0.1%	-0.7%	7%	2%	3.8%	-7%	1.2	37	i	48	-9%
O=C1CC(=O)C(n2cncn2)C(c2ccc(Cl)cc2Cl)C1 (centres undefined)	0.5%	0.0%	10%	8%	-0.6%	-5%	-4.5	98	i	15	1%	Dengue-2 NS5 capping pilot replicate=-5.2
CC(C)NC(=O)c1ccccc1NS(=O)(=O)c1ccc(Br)s1	0.3%	-0.1%	.	7%	.	.	4.1	63	.	.	-5%
CS(=O)(=O)Nc1ccc(-c2ccc(/C=C3\SC(N)=NC3=O)o2)cc1	0.3%	-0.9%	26%	8%	2.5%	-8%	-1.0	98	i	62	-37%
O=[N+]([O-])c1ccc2nc(SCc3cn4ccccc4n3)[nH]c2c1	0.3%	2.8%[50 µM]	8%	8%	0.7%	20%	-0.9	66	i	52	-7%
COc1ccc(N2CC(O)=C(c3nc(-c4ccc(Cl)cc4)cs3)C2=N)cc1	-0.2%	0.1%	21%	7%	1.7%	-3%	-1.5	42	i	19	2%
Cc1cccc(-c2nc3c(c(SCC(=O)N4CCOCC4)n2)CCCC3)c1	-0.4%	0.3%	6%	13%	3.5%	7%	0.0	30	i	49	-1%
COc1ccc(-c2nn(-c3ccccc3)cc2/C=C/C(=O)N2CCOCC2)cc1OC	0.3%	-1.0%	2%	15%	0.8%	1%	-0.1	44	i	65	2%
Cc1ccccc1N1C(=O)c2ccccc2C1O (centres undefined)	-0.4%	0.2%	-14%	7%	-0.2%	6%	-0.7	81	i	42	-5%
O=C(CNCc1ccccc1)NC1C2CC3CC(C2)CC1C3 (centres undefined)	-1.9%	0.3%	10%	0%	1.6%	3%	-0.8	58	i	35	-4%
O=C(O)c1ccccc1Nc1ccc2nonc2c1[N+](=O)[O-]	0.0%	0.3%	.	-10%	.	.	-0.4	77	.	.	11%
N=c1c2c(-c3ccccc3)c(-c3ccccc3)n(Cc3ccco3)c2ncn1CCCN1CCOCC1	-1.5%	-0.1%	12%	10%	0.0%	3%	6.1	65	i	29	-8%
CC(=O)N/C(=C/c1ccccc1)C(=O)NCCO	0.5%	0.7%	14%	3%	0.8%	3%	-1.8	79	i	53	5%
O=C(CCSCCC(=O)NCc1ccco1)NCc1ccco1	1.1%	.	15%	.	0.4%	-2%	1.0	50	i	54	.
CCC(OC(=O)c1cccs1)C(=O)NCc1ccc(C)cc1 (centres undefined)	1.4%	-0.3%	7%	-33%	-2.3%	3%	-0.7	48	i	19	-4%
COc1ccc(N2CC(O)=C(c3nc4ccccc4s3)C2=N)cc1	-0.6%	-0.4%[50 µM]	9%	8%	-0.8%	-9%	1.4	62	i	41	0%
O=C(NCCC1=CCCCC1)C1CCN(S(=O)(=O)c2cnc[nH]2)CC1	0.4%	-0.5%	19%	-1%	0.8%	-2%	-3.4	37	i	32	3%
COc1ccc(/C=N/NC(=O)C(=O)Nc2ccccn2)cc1OC	0.2%	1.8%	3%	13%	-0.2%	-1%	0.6	43	i	50	1%
c1cnn(-c2nc(N3CCOCC3)nc(N3CCOCC3)n2)c1	2.7%	0.2%	9%	9%	-2.4%	-9%	-2.1	90	i	41	-12%
O=C(CNC(=O)C1CCCCC1)Nc1cc(Cl)cc(Cl)c1	-0.5%	i	18%	6%	4.1%	-1%	0.1	71	i	46	-1%
Nc1c([N+](=O)[O-])cnnc1-c1ccccc1	0.0%	-0.1%	3%	5%	2.8%	-1%	0.8	77	i	54	2%
COC(=O)c1cc(NC(=O)CN(C)C2CCS(=O)(=O)C2)cc(C(=O)OC)c1 (centres undefined)	.	-1.8%	.	26%	.	.	-0.1	47	i	34	6%
c1ccc(OCc2nc3c4c(ncn3n2)-c2ccccc2CC42CCCC2)cc1	-0.4%	0.3%[50 µM]	-11%	11%	5.8%	0%	2.4	37	i	55	-1%
